Source: PubChem BioAssay (several laboratories)
procasp7 counter = counter-screen for procaspase-3 activators: activators of human procaspase-7. hit rate 0.093% among 330,000. activation, % at 8.5 µM. P55210. AID 463210. recombinant procaspase-7, Ac-DEVD-pNA absorbance 405 nm; D23A/D198A/D206A triple mutant, cannot self-cleave; scale: DMSO 0, 5 µM enzyme 100;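 active = percent activation above the screen-wide mean plus 3 SD, cut at about 25% in these data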
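Test system: Procaspase-7 triple mutant (PC-7 D3A). Also added: Ac-DEVD-pNA substrate, 400 µM as added. Schedule: 1 h enzyme–compound preincubation and 2 h substrate reaction, both 25 °C. Signal: p-Nitroaniline absorbance at 405 nm, read at 0 and 120 min. Control set: low DMSO alone, high DMSO plus 5 µM PC-7.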
HCV core dimer = blocks dimerization of HCV core protein; inhibition, % at 5 µM; AID 1899; TR-FRET GST/Flag-core106 dimerization, 1536-well; hit rate 0.33% among 300,000;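 active = inhibition above the mean of all tested compounds plus 3 SD, set per screening campaign, cut at about 45% in these data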
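System: GST-tagged and Flag-tagged HCV core protein residues 1-106 / Input: core106 proteins, GST 13.5 nM and Flag 17 nM / Buffer or medium: KF-containing HEPES buffer, pH 7.45, DTT, CHAPS, BSA / Probe or stimulus: Eu-anti-GST and XL665-anti-Flag labelled anti-tag antibodies / Schedule: 4 h, 22.5 °C incubation / Technique: TR-FRET 671 and 617 nm emission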
VLA-4 inh = inhibition in a human VLA-4 binding assay; P13612; hit rate 0.2% among 330,000; inhibition, % (about 7 µM as worked out from the volumes in the protocol); VLA-4 expressing cells, ligand binding flow cytometry; in the data active = inhibition above about 50%
JMJD2C inh = inhibitors of human GASC-1 (JMJD2C) demethylase. Q9H3R0. GST-JMJD2C(1-420) H3K9me3 demethylation, DELFIA europium. inhibition, % at 2.35 µM. hit rate 0.069% among 330,000. AID 2099;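 active = more than half of a compound's replicate wells show inhibition beyond 50%, single wells judged on their own value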;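 also: signal counts dimethyl H3K9 product captured on neutravidin plate; 0% = median of DMSO wells and 100% = 0.3 times that DMSO median; strong numbers were not always called active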
procasp3 activ = activators of human procaspase-3; recombinant procaspase-3 D3A, Ac-DEVD-pNA absorbance 405 nm; hit rate 0.11% among 330,000; activation, % at 8.5 µM;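 active = activation above the mean of all tested compounds plus 3 SD, cut at about 21% in these data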;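 also: 0% = DMSO alone and 100% = DMSO wells spiked with extra 5 µM PC-3 D3A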
Target sequence (P42574 whole entry D9A/D28A/D175A): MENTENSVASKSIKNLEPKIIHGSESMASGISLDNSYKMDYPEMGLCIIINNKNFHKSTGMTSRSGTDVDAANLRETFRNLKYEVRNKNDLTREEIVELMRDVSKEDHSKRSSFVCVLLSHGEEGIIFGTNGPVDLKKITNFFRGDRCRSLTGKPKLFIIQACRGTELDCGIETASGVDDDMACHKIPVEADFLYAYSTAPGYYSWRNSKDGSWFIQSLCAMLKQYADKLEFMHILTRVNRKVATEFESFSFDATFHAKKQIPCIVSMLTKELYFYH
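assay system = Procaspase-3 D3A mutant | signal = absorbance at 405 nm, 0 and 120 min | times = 1 h preincubation plus 2 h reaction at 25 °C | repeats = single replicate | read-out = % activation between DMSO and enzyme-spiked controls | medium = Zinc-free HEPES saline buffer with Triton X-100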
PP5 inh = PP5 (human) phosphatase inhibition | purified PP5c, OMFP substrate fluorescence | inhibition, % at 6.7 µM | AID 1987 | hit rate 0.18% among 320,000 | P53041;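 active = inhibition above the campaign's mean inhibition across all tested compounds plus 3 SD, cut at about 9.5% in these data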;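 also: 0% = DMSO only and 100% = 100 µM cantharidin control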
Target sequence (P53041 whole entry, looked up): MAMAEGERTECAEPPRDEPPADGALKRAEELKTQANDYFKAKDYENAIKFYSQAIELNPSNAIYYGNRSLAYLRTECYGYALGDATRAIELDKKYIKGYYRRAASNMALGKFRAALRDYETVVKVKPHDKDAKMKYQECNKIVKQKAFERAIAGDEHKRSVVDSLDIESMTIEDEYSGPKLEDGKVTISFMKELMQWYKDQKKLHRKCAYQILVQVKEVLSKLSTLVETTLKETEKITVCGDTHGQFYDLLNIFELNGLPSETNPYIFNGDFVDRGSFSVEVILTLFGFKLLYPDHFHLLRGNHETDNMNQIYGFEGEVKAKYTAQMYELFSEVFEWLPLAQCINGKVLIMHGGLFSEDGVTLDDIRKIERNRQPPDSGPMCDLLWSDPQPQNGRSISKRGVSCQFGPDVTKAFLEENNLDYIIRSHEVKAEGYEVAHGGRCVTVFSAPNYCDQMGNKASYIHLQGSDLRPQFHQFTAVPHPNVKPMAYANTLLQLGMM
PP1 counter = PP1-alpha (human) inhibition in PP5 counter-screen; P62136; purified PP1alpha, OMFP fluorescence; inhibition, % at 6.7 µM; hit rate 0.9% among 320,000; AID 2235;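 active = inhibition above the mean inhibition of all tested compounds plus 3 SD, computed separately for each screening campaign, cut at about 15% in these data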
GRK2 inh = inhibitors of human GRK2 displacing RNA aptamer; P25098; bead flow cytometry, FAM-aptamer displacement from GRK2; inhibition of aptamer binding, % at 10 µM; hit rate 0.59% among 330,000;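 active = inhibition of aptamer binding above 40%, roughly 3 SD of noise, on plates passing a quality check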;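 also: median bead fluorescence of bound FAM aptamer so fluorescent compounds give negative values; no value below 0 was filed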
CTSL1 counter = cathepsin L1 inhibition, PFM18AAP counter-screen. hit rate 0.49% among 300,000. AID 1906. recombinant F. hepatica cathepsin L1, Z-Leu-Arg-MCA fluorescence. inhibition, % at 5.96 µM;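 active = inhibition above the mean of all tested compounds plus 3 SD, set per screening campaign, cut at about 17% in these data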;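 also: 0% = plate median of test compound wells and 100% = 1 µM Z-Phe-Ala-diazomethylketone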
An asterisk follows results filed as active; nt = no result given.

Structure	VLA-4 inh	CTSL1 counter	JMJD2C inh	GRK2 inh	procasp3 activ	HCV core dimer	PP1 counter	procasp7 counter	PP5 inh
CN(C)S(=O)(=O)c1ccc(C(=O)Nc2nc(-c3ccccc3)c(C(=O)c3ccccc3)s2)cc1	3	7	-13	0	1	-5	1	-10	-1.5
O=C(O)c1cc2sccc2s1	1	0	2	3	-1	-9	-6	-2	0.3
Cc1c([N+](=O)[O-])cc(C(=O)Oc2cccc(C(=S)N3CCOCC3)c2)cc1[N+](=O)[O-]	6	1	-7	0	-2	19	-2	8	1.0
O=C(N1CCCC1)C12CC3CC(C1)CC(C(=O)N1CCCC1)(C3)C2	4	-1	-3	3	0	-5	3	-5	-0.8
CCOC(=O)CN1C(=O)c2ccccc2Sc2ncccc21	3	5	-5	1	5	-1	-3	-2	-0.8
CC(C)CNC(=O)COc1ncnc2ccccc12	4	2	1	0	1	-2	-4	6	-2.4
Cn1c(=O)c(C(=O)COC(=O)c2cc(-c3ccco3)nc3ccccc23)c(N)n(Cc2ccccc2)c1=O	3	-1	23	0	-3	9	19*	-16	1.2
CN(C)CCCNC(=O)c1cc(C(=O)c2ccccc2)c[nH]1	1	1	-40	2	1	10	-5	10	0.2
COc1ccccc1CNC(=O)Cc1cc(=O)[nH]c(=O)[nH]1	-34	9	8	2	-2	-20	-3	5	2.1
Cc1c(OCC(=O)C(C)(C)C)ccc2c3c(c(=O)oc12)CCCC3	3	3	3	2	-2	1	1	-3	1.6
CCOc1ccc(C(C)C)cc1S(=O)(=O)N1CCOCC1	14	-4	4	1	7	-5	3	4	1.2
COc1ccc(C=O)cc1CN1C(=O)c2ccccc2C1=O	-6	3	-9	nt	7	1	1	-3	-0.5
Cc1cc(F)ccc1S(=O)(=O)N1CCCOC1CNC(=O)C(=O)NCc1ccco1 (stereo not drawn)	1	-2	8	0	-5	-1	-2	-10	0.3
Cc1ccc(S(=O)(=O)N2CCCCC2)cc1C(=O)NCCc1ccccc1	4	1	11	0	4	0	-5	-3	2.2
COc1ccc(CC(=O)n2nc(-c3cccnc3)nc2N)cc1	2	-1	2	4	10	-1	-1	7	-1.4

Given with values under each structure: entries from further up.
Below each SMILES: VLA-4 inh, CTSL1 counter, JMJD2C inh, GRK2 inh, procasp3 activ, HCV core dimer, PP1 counter, procasp7 counter, PP5 inh
> O=C(O)c1cc2sccc2s1
    1, 0, 2, 3, -1, -9, -6, -2, 0.3
> Cc1c([N+](=O)[O-])cc(C(=O)Oc2cccc(C(=S)N3CCOCC3)c2)cc1[N+](=O)[O-]
    6, 1, -7, 0, -2, 19, -2, 8, 1.0
> O=C(N1CCCC1)C12CC3CC(C1)CC(C(=O)N1CCCC1)(C3)C2
    4, -1, -3, 3, 0, -5, 3, -5, -0.8
> CCOC(=O)CN1C(=O)c2ccccc2Sc2ncccc21
    3, 5, -5, 1, 5, -1, -3, -2, -0.8
> CC(C)CNC(=O)COc1ncnc2ccccc12
    4, 2, 1, 0, 1, -2, -4, 6, -2.4
> Cn1c(=O)c(C(=O)COC(=O)c2cc(-c3ccco3)nc3ccccc23)c(N)n(Cc2ccccc2)c1=O
    3, -1, 23, 0, -3, 9, 19*, -16, 1.2
> CN(C)CCCNC(=O)c1cc(C(=O)c2ccccc2)c[nH]1
    1, 1, -40, 2, 1, 10, -5, 10, 0.2
> COc1ccccc1CNC(=O)Cc1cc(=O)[nH]c(=O)[nH]1
    -34, 9, 8, 2, -2, -20, -3, 5, 2.1
> Cc1c(OCC(=O)C(C)(C)C)ccc2c3c(c(=O)oc12)CCCC3
    3, 3, 3, 2, -2, 1, 1, -3, 1.6
> CCOc1ccc(C(C)C)cc1S(=O)(=O)N1CCOCC1
    14, -4, 4, 1, 7, -5, 3, 4, 1.2
> COc1ccc(C=O)cc1CN1C(=O)c2ccccc2C1=O
    -6, 3, -9, nt, 7, 1, 1, -3, -0.5

The results go on:
Structure	VLA-4 inh	CTSL1 counter	JMJD2C inh	GRK2 inh	procasp3 activ	HCV core dimer	PP1 counter	procasp7 counter	PP5 inh
CCCN1Cc2cccc(C(=O)NCCc3ccccc3)c2C1=O	-17	2	9	3	-4	-5	-2	6	5.6
CCCC(=O)N1CC(=O)Nc2ccc(Br)cc2C1c1ccc(F)cc1 (stereo not drawn)	3	-3	7	0	10	13	4	3	-1.3
CCn1c(NC(=O)Nc2ccccc2OC)nc2ccccc21	-5	-1	13	1	7	-2	0	-2	0.4
CCc1ccc(C(=O)COC(=O)CNC(=O)c2cccs2)cc1	18	-21	-13	2	-1	-1	-2	2	-0.4
Cc1ccc(CNC(=O)c2cc(=O)c3ccc(C)cc3o2)cc1	9	-2	-7	1	10	7	-2	1	1.0
COc1ccc(NC(=O)CCCn2c(=O)oc3ccccc32)cc1Cl	3	-5	7	0	-1	-9	-1	-1	3.2
COc1ccc(N2CCN(Cc3cc(=O)oc4ccc(Cl)cc34)CC2)cc1	3	1	-8	4	-2	3	-1	-4	-0.3
COC(=O)CC1C(=O)NCCN1C(=O)c1ccc(Cl)cc1 (stereo not drawn)	0	-2	-1	2	-3	-1	15	5	-2.6
Cc1cc(NC(=O)CSc2nc3ccccc3c(=O)n2Cc2ccccc2)no1	15	-1	0	1	11	7	0	11	-0.6
CC(C)(C)OC(=O)C[C@H]1C/C=C\C[C@H](CC(=O)N[C@H](CO)Cc2ccccc2)C(=O)N[C@H](C(C)(C)C)COC1=O	3	nt	nt	7	6	nt	nt	7	nt
O=C(CSc1nnc(-c2ccc(O)cc2)o1)Nc1ccccc1Br	6	-3	22	1	2	0	-3	-10	2.2
O=C(O)CCC(=O)NNC(=O)c1cccc(Cl)c1	4	2	29	1	-5	-10	-1	-13	-0.9
Cc1cc2[nH]c(=S)[nH]c2cc1C	-2	0	7	2	-22	-9	-4	-18	1.0
COc1ccc(NC(=O)Nc2ccc3c(c2)C(=O)N([C@@H](C)CO)C[C@@H](C)[C@@H](CN(C)S(=O)(=O)c2cccs2)O3)cc1	-1	nt	10	5	14	nt	nt	9	nt
CCOC(=O)c1c(C)[nH]c(=S)c(C#N)c1-c1ccc(Cl)cc1	1	4	8	1	-16	8	4	-21	4.0
C=C1SC(=Nc2ccccc2Cl)N(C(=O)c2sc3ccccc3c2Cl)C12CCCCC2	6	1	2	1	-4	25	5	-1	-0.3
CC(C)C(=O)N(c1ccc(F)cc1)C1C=CS(=O)(=O)C1 (stereo not drawn)	5	-4	9	0	-1	3	2	13	-2.3
CCc1n[nH]c(=S)n1/N=C/c1cc(Br)c(OC)cc1OC	-4	-2	-4	1	-10	-2	-1	-12	3.5
O=C(NN1C(=O)C2C3CCC(O3)C2C1=O)c1ccc(Cl)cc1 (stereo not drawn)	-3	0	-3	0	-6	-4	6	7	-0.6
CCCc1[nH]c(=O)c(C#N)c2c1CCCC2	-5	0	23	0	2	-7	-1	6	4.9
COC(=O)CSc1nnc2cc(C)c3ccccc3n12	7	-2	-8	0	-2	-1	-1	4	-0.1
Cc1nn(C(C)(C)C)c(OC(=O)c2ccco2)c1Sc1ccccc1	5	-1	3	2	-2	3	8	1	2.5
COc1ccc(N(CC(=O)N/N=C/c2ccccc2F)S(=O)(=O)c2ccccc2)cc1	16	-11	1	3	10	5	-4	12	3.2
Cc1cccc2cc(C#N)c(N3CCC(O)CC3)nc12	9	5	2	0	7	5	-2	3	1.4
O=S(=O)(c1ccc(Cl)cc1)c1cnc2ccccc2n1	-3	0	10	0	7	10	2	10	2.2
CCOC(=O)C1(Cc2ccccc2)CCCN(Cc2cnn(CC)c2)C1 (stereo not drawn)	5	4	-3	4	4	-1	-3	0	-3.2
COc1ccccc1N=Nc1c(C)n[nH]c1C	7	2	-5	0	-6	-3	-1	4	0.0
COc1ccccc1-c1noc2ncnc(Nc3ccccc3C)c12	-4	0	1	0	3	-11	-2	7	2.5
O=C(COC(=O)Cn1cnc2ccccc21)Nc1cc2c(cc1Cl)C(=O)c1ccccc1C2=O	-2	-6	7	0	2	22	8	3	-0.3
COc1ccc(S(=O)(=O)Nc2cccc3c2O[C@H](CN(C)C(=O)NC2CCCCC2)[C@@H](C)CN([C@H](C)CO)C3=O)cc1	33	nt	nt	2	-1	nt	nt	5	nt
O=C(CCNS(=O)(=O)c1ccc(Br)cc1)NCc1ccco1	28	0	9	1	0	1	-5	2	1.3
O=C(Nc1ccccc1)c1ccc(CSc2ncccn2)cc1	13	-2	-3	0	-7	-3	-2	0	-0.8
CCC(C)NC(=S)Nc1ccc(F)cc1 (stereo not drawn)	4	2	5	4	-6	-4	-2	2	-0.8
CCOc1ccc(N(CC(=O)Nc2ccc(C)c(F)c2)C2=NC3CS(=O)(=O)CC3S2)cc1 (stereo not drawn)	2	1	10	1	1	-5	-5	7	-2.6
COc1ccc([C@H]2CC(=O)C=C(c3ccc(O)cc3)C2)cc1OC	0	nt	-1	0	4	nt	-4	-7	2.4
CC(=O)c1cccc(NC(=S)NC(=O)c2cccc(C)c2)c1	8	3	-9	2	-4	-4	-1	-4	1.3
Oc1ccc(Cl)cc1/C=N/c1nc2ccccc2[nH]1	4	-2	5	0	-3	3	-2	-8	3.0
Cc1cccc(NS(=O)(=O)c2ccc(-c3ccc(=O)[nH]n3)o2)c1	14	0	-33	5	6	-11	-2	5	-0.9
COc1ccccc1NC(=O)c1ccc(NS(C)(=O)=O)cc1	1	2	-2	0	-5	-5	-2	-1	-0.7
C=CCNC(=O)CN(c1ccc(F)cc1)S(=O)(=O)c1ccc(OC)cc1	20	7	nt	0	1	3	1	-4	2.7
CC1(C)CC(=O)C2=C(C1)N(CCN1CCOCC1)C1=C(C(=O)CC(C)(C)C1)C2c1ccc(Cl)cc1	6	-1	-5	0	5	4	-2	4	-2.3
CC(/C=C/c1ccc2c(c1)OCO2)=N/NC(=O)COc1ccc(C)cc1	13	2	-3	0	-1	-1	-2	-6	-0.5
CN(Cc1ccccc1)C1CC(=O)N(c2ccc(C(=O)O)cc2)C1=O (stereo not drawn)	-1	1	1	0	-13	-3	-3	-11	0.3
